L3MBTL1 inh – L3MBTL1 (human) inhibition. AlphaScreen L3MBTL1–H3K9me1 peptide binding. Potency, µM (series often up to 57.1 µM), for inactives: at the highest dose activity, negative = inhibition, actives largely listed as inhibitors. Q9Y468. hit rate 0.66% among 230,000; active = well fitted inhibition curve with a large enough effect; inconclusive = small, poorly fitted or top-dose-only effect; inactive = no such curve, though single readings can be large or run the other way; note: nearly all actives have a fitted effect of over 60% in size
Target sequence (Q9Y468 whole entry, looked up): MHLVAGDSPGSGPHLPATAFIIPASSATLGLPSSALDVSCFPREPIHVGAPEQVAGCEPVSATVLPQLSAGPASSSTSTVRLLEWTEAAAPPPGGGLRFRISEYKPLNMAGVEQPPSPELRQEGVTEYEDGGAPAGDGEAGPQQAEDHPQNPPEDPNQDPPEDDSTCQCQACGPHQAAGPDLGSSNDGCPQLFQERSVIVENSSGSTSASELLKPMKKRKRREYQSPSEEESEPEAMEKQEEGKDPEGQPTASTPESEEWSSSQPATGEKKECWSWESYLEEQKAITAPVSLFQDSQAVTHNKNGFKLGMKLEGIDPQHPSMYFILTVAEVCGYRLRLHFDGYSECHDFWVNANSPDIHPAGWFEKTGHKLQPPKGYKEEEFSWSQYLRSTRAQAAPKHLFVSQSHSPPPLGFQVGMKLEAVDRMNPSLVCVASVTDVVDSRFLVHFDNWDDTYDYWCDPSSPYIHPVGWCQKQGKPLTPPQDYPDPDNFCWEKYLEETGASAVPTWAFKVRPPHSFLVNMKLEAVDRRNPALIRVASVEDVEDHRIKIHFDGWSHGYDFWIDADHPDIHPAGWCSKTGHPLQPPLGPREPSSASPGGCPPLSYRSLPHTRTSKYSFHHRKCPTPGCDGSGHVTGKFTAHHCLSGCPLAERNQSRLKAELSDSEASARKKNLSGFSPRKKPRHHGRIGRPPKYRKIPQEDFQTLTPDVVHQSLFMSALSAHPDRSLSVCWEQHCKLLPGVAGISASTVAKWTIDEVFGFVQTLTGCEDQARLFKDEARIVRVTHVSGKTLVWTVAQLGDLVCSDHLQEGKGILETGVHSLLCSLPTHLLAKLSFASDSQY
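AlphaScreen assay: L3MBTL1 (50 nM final) was preincubated 30 min at room temperature with biotinylated H3(1-15)K9me1 peptide (75 nM final), then 30 min with library compounds; streptavidin donor and nickel chelate acceptor beads (10 ug/mL final) added, 30 min dark.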
* = called active by the depositor; ? = inconclusive; [ ] = dose if it differs, or a comment. % is set by controls: 0 for no effect and ±100 for the full control effect; potency is the fitted concentration of half-maximal effect. Not all compounds are listed; count on the stated rates, not on these rows.

The first 4 entries, to show the layout:
SMILES | L3MBTL1 inh
CS(=O)(=O)c1ccc(Cl)c(C(=O)OCC(=O)NC2CCCCCCC2)c1 | -7%
Cc1cc(NC(=O)C(C)SCC(=O)Nc2ccc(Br)cc2Br)no1 (stereo not drawn) | -3%
COc1ccc(C(CNC(=O)COc2cc(C)ccc2Cl)N2CCCCC2)cc1 (stereo not drawn) | -1%
COc1ccccc1OCc1ccc(C(=O)c2ccccc2)cc1 | 3%[2.29 µM]

Main list, previewed entries included:
SMILES | L3MBTL1 inh
CS(=O)(=O)c1ccc(Cl)c(C(=O)OCC(=O)NC2CCCCCCC2)c1 | -7%
Cc1cc(NC(=O)C(C)SCC(=O)Nc2ccc(Br)cc2Br)no1 (stereo not drawn) | -3%
COc1ccc(C(CNC(=O)COc2cc(C)ccc2Cl)N2CCCCC2)cc1 (stereo not drawn) | -1%
COc1ccccc1OCc1ccc(C(=O)c2ccccc2)cc1 | 3%[2.29 µM]
COc1cccc(/C=C/C(=O)c2ccc3c(c2)OCCO3)c1OC | 1%[2.29 µM]
O=C1CN(C(=O)CN2C(=O)NC(c3ccccc3)(c3ccccc3)C2=O)c2ccccc2N1 | 2%
Cc1ccc(OCCn2c(=S)[nH]c3ccccc32)c(C(C)C)c1 | -7%
Cc1cccc(C(=O)N(Cc2ccco2)c2c(N)n(Cc3ccccc3)c(=O)[nH]c2=O)c1 | -2%
COc1ccc(C(=O)NCCCN2CCOCC2)cc1Br | -1%
COc1ccc(-c2nc(C(=O)NCCCN3CCOCC3)cc3c2[nH]c2ccccc23)cc1OC | 20%
Cc1nc2ccc(NC(=O)[C@@H](NC(=O)c3c(F)cccc3F)C(C)C)cc2s1 | 3%
Fc1cccc(CN2CCC(Cc3ccccc3)CC2)c1 | -1%
CC1CCCCC1NC(=O)C(C)N1C(=O)c2ccccc2C1=O (stereo not drawn) | -1%
Cc1cccc(NC(=O)CN(C)C(=O)/C=C/c2ccccc2)c1C | 13%
CCOC(=O)C1=CN(Cc2cccc(F)c2)S(=O)(=O)NC1CCc1ccccc1 (stereo not drawn) | 13%
CCOC(=O)[C@H]1[C@H]2COc3ccc(OC)cc3[C@@H]2N2C(=O)c3ccc(C)cc3NC(=O)[C@@]12C | -12%
CCOc1ccccc1OCC(=O)Oc1ccc(C)c(C)c1 | 19%
NS(=O)(=O)c1cccc(NC(=O)COC(=O)CCC2CCCC2)c1 | -4%
CCN(C(=O)COC(=O)/C=C/c1ccco1)c1c(N)n(Cc2ccccc2)c(=O)[nH]c1=O | -4%
COc1ccccc1C1CC(c2cccs2)=NN1C(=O)CCC(=O)O (stereo not drawn) | -6%
COCc1c(C(=O)NCc2ccccc2CN2CCCC2)oc2ccccc12 | 0%
CCN(CC(=O)Nc1ccc(NC(C)=O)cc1)C(=O)CSc1ncnc2sc(C)c(C)c12 | -28%
CC(=O)c1ccc(NC(=O)C(C)Sc2nnc(C3CC3)n2C2CC2)cc1 (stereo not drawn) | -3%
Cc1ccc(-n2c(SCC(=O)N3CCN(c4ccccn4)CC3)nnc2N2CCCC2)cc1 | -1%
O=C(NCCCN1CCCC1=O)c1ccc(S(=O)(=O)Nc2ccccc2F)cc1 | 4%
Further results.
SMILES | L3MBTL1 inh
CC1CN(C(=O)COc2ccc3c(-c4ccccc4)cc(=O)oc3c2)CC(C)O1 (stereo not drawn) | -3%
CC(=O)OCCC(NS(=O)(=O)OCC(Cl)(Cl)Cl)c1ccccc1 (stereo not drawn) | -4%
COc1cc(C)c(CN2CCN(CC(=O)Nc3ccccc3C(=O)NC3CC3)CC2)cc1OC | 3%
O=C(CSc1n[nH]c(=O)n1Cc1ccccc1)Nc1ccc(N2CCOCC2)cc1 | -5%
Cc1ccccc1CCNC(=O)C1CC(O)CN1C(=O)Nc1ccccc1 (stereo not drawn) | 1%
COc1ccc(NC(=O)CSc2ccc(NC(C)=O)cc2)cc1S(=O)(=O)N1CCOCC1 | 0%
Cc1ccc(C)c(Nc2cc(C)nc3ncnn23)c1 | 7%
COCCNC(=O)c1ccc(CN2CCC(Cc3ccccc3)CC2)cc1 | -4%
C[C@@]12C(=O)N(Cc3ccccc3)CC(=O)N1[C@H]1c3cc(Cl)ccc3OC[C@@H]1[C@@H]2c1ccccc1 | -13%
CCC(CC)COC(=O)C1=C(C)NC(=O)NC1c1ccc2c(c1)OCO2 (stereo not drawn) | -5%
COc1ccccc1C#Cc1ccc2c(=O)c3ccccc3n(C)c2c1 | 80%[activator]
CCOC(=O)c1ccccc1NC(=O)c1cc2ccccc2o1 | 0%
COc1ccc(S(=O)(=O)NC2CCN(Cc3ccccc3)CC2)cc1NC(C)=O | 0%
CC(=O)Nc1ccc(C=NNc2ccc([N+](=O)[O-])cc2S(=O)(=O)Nc2ccccc2C(=O)O)cc1 | 0%
CC(Oc1ccccc1)C(=O)OCC(=O)NC(=O)NC1CCCCC1 (stereo not drawn) | -3%
Cc1ccc(S(=O)(=O)Nc2cccc3c2O[C@H](CN(C)C(=O)Nc2ccc(C(F)(F)F)cc2)[C@@H](C)CN([C@H](C)CO)C3=O)cc1 | -3%
O=C(Nc1ccncc1)C1CCN(S(=O)(=O)c2ccc(Cl)cc2)CC1 | 4%
CCC[C@H]1CCCC/C=C\CCCC(=O)OCCN1C(=O)OC(C)(C)C | 10%
CCc1cccc(CC)c1NC(=O)C(CC)Sc1nc2ccncc2[nH]1 (stereo not drawn) | -4%
O=C(COC(=O)/C=C/c1cccc(Cl)c1)Nc1ccc2[nH]c(=O)[nH]c2c1 | 1%
CCOC(=O)[C@H]1[C@H]2COc3ccc(Br)cc3[C@@H]2N2C(=O)N(c3ccccc3)C(=O)[C@@]12C | -7%
COc1cc(C(=O)NCCC2=CCCCC2)ccc1OCc1c(C)noc1C | 9%
O=C(Cc1ccccc1[N+](=O)[O-])Nc1cccc(S(=O)(=O)NC2=NCCCCC2)c1 | 3%
COc1ccc(N2CCN(C(=O)COC(=O)c3cccc(OC)c3O)CC2)cc1 | 6%
Cc1ccc(OCCC(=O)OCC(=O)NCCc2ccc(Cl)cc2)cc1 | 11%

Three entries from above, arranged by the value under L3MBTL1 inh, ascending:
SMILES | L3MBTL1 inh
CC(=O)OCCC(NS(=O)(=O)OCC(Cl)(Cl)Cl)c1ccccc1 (stereo not drawn) | -4%
CC(=O)Nc1ccc(C=NNc2ccc([N+](=O)[O-])cc2S(=O)(=O)Nc2ccccc2C(=O)O)cc1 | 0%
O=C(NCCCN1CCCC1=O)c1ccc(S(=O)(=O)Nc2ccccc2F)cc1 | 4%

New compounds follow
SMILES | L3MBTL1 inh
COc1cc(-c2noc(C)c2C#CCO)cc(OC)c1OC | 2%
Cc1ccc(SCCC(=O)N2CCN(S(=O)(=O)c3ccccc3)CC2)cc1 | -1%
O=C(CCOc1ccccc1)N1CCN(S(=O)(=O)c2ccccc2F)CC1 | 4%
Cc1sc2ncnc(N3CCC(C(=O)NNC(=O)c4ccc(F)cc4)CC3)c2c1C | 5%
COc1ccc(CN2CCN(c3ccccc3OC)CC2)cc1OC | 0%
CCC1(c2ccccc2)NC(=O)N(CC(=O)Nc2cc(S(=O)(=O)N3CCCCCC3)ccc2OC)C1=O (stereo not drawn) | -6%
CCOc1ccccc1NC(=O)COC(=O)CN1C(=O)NC(C)(C)C1=O | 11%
Cc1cccn2c(=O)nc(SCC(=O)NC3CCCCC3)nc12 | 9%
COc1cc(NC(=O)CN2C(=O)C(=O)N(C3CCCC3)C2=O)cc(OC)c1 | -4%
O=C(COC(=O)c1c(F)cccc1Cl)NC1CCCCC1 | 10%
O=C(CCNC(=O)c1ccccc1)NNC(=O)c1ccccc1Br | 4%
COc1cccc(C(=O)NCC(=O)N2CCN(c3ccc(C(F)(F)F)cn3)CC2)c1 | 0%
COc1ccc(S(=O)(=O)N2CCCCCC2)cc1C(=O)NCc1ccc(C)cc1 | 3%
CCOc1cc(C(=O)NCc2ccc(F)cc2)ccc1OCC(=O)N1CCCCC1 | 2%
CCN(CC(=O)Nc1ccc(NC(C)=O)cc1)C(=O)C1CC(=O)N(CCc2ccc(OC)c(OC)c2)C1 (stereo not drawn) | 9%
Cc1ccc(C(C)C)cc1OCC(=O)NCCCn1ccnc1 | -3%
CCOC(=O)N1CCN(C(=O)COC(=O)CNC(=O)c2ccc(C)cc2)CC1 | 3%
CC1CCCC(NC(=O)CSc2nncs2)C1C (stereo not drawn) | 1%
CC(=O)Nc1sc2c(c1C#N)CCN(Cc1ccccc1)C2 | 26%
O=c1cc(-c2ccc(OCc3ccccc3)cc2)oc2cc(OCc3ccccc3)cc(OCc3ccccc3)c12 | ?
CC(NC(=O)c1c(O)c2ccccc2n(C)c1=O)c1ccccc1 (stereo not drawn) | 30%[activator]
Cc1cccc(C)c1NC(=O)CSc1n[nH]c(=O)n1C1CC1 | 5%
Cc1nc(C)c(-c2csc(Nc3ncccc3C)n2)s1 | 6%
COc1cc(Cl)c(C)cc1NC(=O)COC(=O)C1=NN(c2ccccc2)C(=O)CC1 | ?
C=C1CC[C@@]23CC[C@]4(C)[C@@](OC2=O)([C@@H]3C1)[C@H]1O[C@H]1C1[C@@]2(C)CC[C@H](O)C(C)(C)C2CC[C@]14C (stereo partly drawn) | -5%
More results follow.
SMILES | L3MBTL1 inh
Cc1ccc(CN2CC(C(=O)Nc3cc(C)ccn3)CC2=O)cc1 (stereo not drawn) | -1%
CC(=O)N1CCN(S(=O)(=O)c2cccc(C(=O)OCc3cccc(F)c3)c2)CC1 | -7%
COc1ccc(CNC(=O)COc2ccc(S(=O)(=O)N3CCOCC3)cc2)cc1 | 4%
COc1ccc(CCC(=O)NNC(=O)c2ccccn2)cc1OC | 2%
CCN(CC)C(=O)[C@H]1CC(CC(=O)NCCCn2ccnc2)C(=O)N2CCc3c([nH]c4ccc(OC)cc34)[C@]12C (stereo partly drawn) | -2%
O=C(COC(=O)c1ccc(O)cc1)Nc1cc(S(=O)(=O)N2CCOCC2)ccc1Cl | 0%
Nc1ccc(N2CCOCC2)c(S(=O)(=O)Nc2ccccc2Cl)c1 | -8%
Cc1cc(C)n2nc(C(=O)OCC(=O)N(CC(C)C)C3CCS(=O)(=O)C3)nc2n1 (stereo not drawn) | 2%
COc1ccc(C(=O)NC2CCN(S(=O)(=O)c3ccccc3F)CC2)cc1 | -4%
COc1ccccc1OCc1ccc(C(=O)Nc2cc(OC)c(OC)c(OC)c2)o1 | -3%
CC(=O)Nc1sc(C)c(C)c1C(=O)OCC(=O)Nc1cccc(C)c1 | 1%
CCN(C(=O)COC(=O)c1oc2ccccc2c1C)c1c(N)n(Cc2ccccc2)c(=O)[nH]c1=O | -1%
COc1cc(NC(=O)c2ccc3c(c2)C(=O)N(CCC(C)C)C3=O)c(C(=O)O)cc1OC | -9%
O=C(CNC(=O)c1ccc(Br)o1)NNC(=O)c1n[nH]c(=O)c2ccccc12 | 1%
CCN(CC(=O)Nc1ccc(NC(C)=O)cc1)C(=O)CCCN1C(=O)c2ccccc2C1=O | 7%
COC(=O)c1ccccc1S(=O)(=O)N1CCC(C(=O)N(C)CCOc2ccccc2)CC1 | 1%
C#CCOCCOCCOCCNc1nc(N2CCN(C(=O)C([C@@H](C)O)n3cc([C@@H](N)CCCCN)nn3)CC2)nc(N2CCN(C(=O)[C@H](CCC(=O)O)n3cc([C@@H](N)[C@H](C)CC)nn3)CC2)n1 (stereo partly drawn) | ?
N=c1oc2ccccc2cc1C(=O)Nc1ccccc1 | -2%
c1ccc([C@H]2CNCCN2CCc2cccc3ccccc23)cc1 | -6%
Cc1ccc2nc(SCC(=O)NC3CCCC3)nc(=O)n2c1 | 6%
CC1CCc2nc3ccc(S(=O)(=O)N4CCC(C(=O)O)CC4)cc3c(C(=O)O)c2C1 (stereo not drawn) | -3%
O=C(C[C@@H]1C/C=C\C[C@@H](Cc2ccc(F)cc2)C(=O)OC[C@H]2CCCN2C1=O)N[C@H](CO)Cc1ccccc1 | 4%
COC(=O)C1=CN(Cc2ccc(OC)c(OC)c2)C=C(C(=O)OC)C1c1ccc(O)cc1 | 11%
CCOc1ccc(NC(=O)CN(C)C(=O)C2CSC3(C)CCC(=O)N23)cc1OCC (stereo not drawn) | 3%
Cc1cc(C(=O)COc2ccc(C#N)cc2)c(C)n1CC1CCCO1 (stereo not drawn) | -7%
CCOc1ccc(C(=O)NCC(=O)N2CCCCCCC2)cc1 | 0%
CCOc1ncccc1C(=O)OCC(=O)NCCc1ccc(S(N)(=O)=O)cc1 | 5%
COc1ccc(S(N)(=O)=O)cc1C(=O)NNC(=O)C1COc2ccccc2O1 (stereo not drawn) | -3%
C#Cc1ccc(CN2CCN(CCc3ccccc3)C(CCO)C2)cc1 (stereo not drawn) | -3%
COc1ccc(NC(=O)COc2ccc3c(C)cc(=O)oc3c2)cc1S(=O)(=O)N1CCCCC1 | -4%

Gathered by group: the compounds so far with bromine (five)
SMILES | L3MBTL1 inh
Cc1cc(NC(=O)C(C)SCC(=O)Nc2ccc(Br)cc2Br)no1 (stereo not drawn) | -3%
COc1ccc(C(=O)NCCCN2CCOCC2)cc1Br | -1%
CCOC(=O)[C@H]1[C@H]2COc3ccc(Br)cc3[C@@H]2N2C(=O)N(c3ccccc3)C(=O)[C@@]12C | -7%
O=C(CCNC(=O)c1ccccc1)NNC(=O)c1ccccc1Br | 4%
O=C(CNC(=O)c1ccc(Br)o1)NNC(=O)c1n[nH]c(=O)c2ccccc12 | 1%

Screens (PubChem BioAssay)
